ALDH1A1 inh – qHTS Assay for Inhibitors of Aldehyde Dehydrogenase 1 (ALDH1A1). 220,000 tested, 7.3% active. Potency, µM (top dose mostly 75.3 µM), for the others: top-dose activity, negative = inhibition, actives largely listed as inhibitors. Purified ALDH1A1, NADH fluorescence, propionaldehyde substrate. Aldehyde dehydrogenase 1A1 (Homo sapiens), P00352. AID 1030, 2008; active = well fitted inhibition curve with a large enough effect, not every such curve was filed as active; inconclusive = small, poorly fitted or top-dose-only effect, or another doubt; inactive = no such curve, though single readings can be large or run the other way;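 note: plate controls were no enzyme wells and a reference inhibitor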
SMN2 splice enh – qHTS Assay for Enhancers of SMN2 Splice Variant Expression | HEK293 SMN2-luciferase splicing reporter, luminescence, 30-36 h | Potency, µM (series often up to 46.1 µM), without a hit: at the top dose activity change, positive = activation, usual class: activators | 210,000 tested, 2.8% active | AID 1458, 2008; note: % of control where 0% means no effect; nearly all actives have a fitted effect of over 55% in size
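qHTS luciferase splicing reporter: luminescence rises when SMN2 exon 7 is included in transfected HEK293 cells. Compound exposure lasted 30-36 h at 37C, with 4.5 mM final sodium butyrate as control, followed by a ONE-Glo read.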
TR SRC2 fluor cs – Total Fluorescence Counterscreen for Inhibitors of the Interaction of Thyroid Hormone Receptor and Steroid Receptor Coregulator 2; TRb/SRC2 Texas Red total fluorescence interference; AID 1479, 2009; 280,000 tested, 0.29% active; Potency, µM (series often up to 106 µM), for the others: top-dose fluorescence change, negative = quenching; active = well fitted curve in either direction with a large enough effect; inconclusive = small, poorly fitted or top-dose-only effect; note: % is set by controls: 0 for no effect and ±100 for the full control effect
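Flags fluorescent or light-absorbing compounds by total fluorescence, S + 2P, at 555 nm excitation and 632 nm emission. Mixture: 20 nM Texas Red SRC2 peptide, 0.6 uM human TRb LBD, 1 uM T3, 5% DMSO; compound exposure 5 h at ambient temperature.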
Lamin A splicing – qHTS Assay for Modulators of Lamin A Splicing; HeLa LMNA splicing GFP/RFP minigene ratio, 48 h; Potency, µM (titrated, usually from 46.1 µM), inactives show at the top dose ratio change, negative = inhibition, usual class: inhibitors; 200,000 tested, 0.01% active; active = well fitted inhibition curve with a large enough effect in the signal ratio, with a control signal flat, not every such curve was filed as active; inconclusive = small, poorly fitted or top-dose-only effect, or effect the other way, or a change in a side signal; the % refers to the signal ratio; note: % is set by controls: 0 for no effect and ±100 for the full control effect
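S3 HeLa stable clones carrying a lamin A-EGFP splicing minigene plus DsRed2 were seeded at 600 cells/well in Opti-MEM with 2% FBS, pin-dosed and incubated 48 h at 37°C. Acumen cytometry (488 nm) gave the GFP/RFP total-intensity ratio.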
TRb-SRC2 inh – qHTS for Inhibitors of the Interaction of Thyroid Hormone Receptor and Steroid Receptor Coregulator 2. AID 1469, 2008. Thyroid hormone receptor beta (Homo sapiens), P10828. 280,000 tested, 0.065% active. Potency, µM (series often up to 106 µM), inactives show top-dose activity change, negative = inhibition, most hits filed as inhibitors. TRbeta-SRC2 peptide binding, fluorescence polarization; receptor liganded with 1 µM T3;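 note: plate controls were bound peptide for no effect and peptide without receptor for full effect; nearly all actives have a fitted effect of over 50% in size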
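Human TRb LBD (0.6 uM) plus Texas Red-labeled SRC2 peptide (20 nM), 1uM T3, 5% DMSO, 5 hr at ambient temperature. Decreased polarization (555/632 nm) flags inhibition; data normalized to free and bound peptide controls.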
RECQ1 inh – qHTS Assay for Inhibitors of RecQ-Like Dna Helicase 1 (RECQ1). RECQ1 DNA unwinding, red fluorescence kinetic read. 240,000 tested, 0.54% active. ATP-dependent DNA helicase Q1 (Homo sapiens), P46063. Potency, µM (doses to about 57.3 µM), without a hit: at the highest dose activity, negative = inhibition, most hits filed as inhibitors;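 note: plate controls were vehicle for no effect and no enzyme for full effect; nearly all actives have a fitted effect of over 30% in size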
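50 nM RECQ1T1 preincubated 15 min with compound in Tris pH 8.0 buffer with MgCl2, DTT, Tween-20 and 2.5 ug/ml poly(dI-dC); started with 200 nM TAMRA/BHQ-2 forked duplex and 2 mM ATP. Unwinding read as fluorescence (525/598 nm), two reads 2 h apart.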
JMJD2E inh – qHTS Assay for Inhibitors of Human Jumonji Domain Containing 2E (JMJD2E) | Potency, µM (highest dose often 57.1 µM), for inactives: at the highest dose activity change, negative = inhibition, hits mostly inhibitors | JMJD2E catalytic domain, FDH-coupled NADH fluorescence (FDH is formaldehyde dehydrogenase) | Lysine-specific demethylase 4E (Homo sapiens), B2RXH2 | 230,000 tested, 1.6% active; active = well fitted inhibition curve with a large enough effect, not every such curve was filed as active; inconclusive = small, poorly fitted or top-dose-only effect, or another doubt; inactive = no such curve, though single readings can be large or run the other way;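 note: 0% = wells with enzyme and -100% = buffer wells without enzyme; nearly all actives have a fitted effect of over 50% in size; many of its hits are not listed in these tables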
Target sequence (B2RXH2 1-337 limits assumed): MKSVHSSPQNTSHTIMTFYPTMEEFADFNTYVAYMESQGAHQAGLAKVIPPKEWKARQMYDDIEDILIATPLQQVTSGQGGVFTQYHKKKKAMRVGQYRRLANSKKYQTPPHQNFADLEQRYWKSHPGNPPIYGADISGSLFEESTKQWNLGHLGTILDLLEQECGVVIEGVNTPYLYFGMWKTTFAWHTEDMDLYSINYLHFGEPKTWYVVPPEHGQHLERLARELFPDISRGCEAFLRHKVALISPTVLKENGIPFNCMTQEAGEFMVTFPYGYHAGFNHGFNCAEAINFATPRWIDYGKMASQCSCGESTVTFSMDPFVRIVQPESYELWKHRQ
RGS12 GoLoco inh – qHTS Assay for Inhibitors of RGS12 GoLoco Motif Activity (Red Fluorophore) | Guanine nucleotide-binding protein G(i) subunit alpha-1 (Homo sapiens), P63096 | Gai1:RGS12 GoLoco peptide FP, rhodamine, 10 min | Potency, µM (highest dose often 61.6 µM), inactives show top-dose activity, negative = inhibition, most hits filed as inhibitors | 230,000 tested, 0.44% active | AID 880, 2007; active = well fitted inhibition curve with a large enough effect, not every such curve was filed as active; inactive = no such curve, though single readings can be large or run the other way; note: % is set by controls: 0 for no effect and ±100 for the full control effect; nearly all actives have a fitted effect of over 30% in size; many of its hits are not listed in these tables
Target sequence (P63096 whole entry, looked up): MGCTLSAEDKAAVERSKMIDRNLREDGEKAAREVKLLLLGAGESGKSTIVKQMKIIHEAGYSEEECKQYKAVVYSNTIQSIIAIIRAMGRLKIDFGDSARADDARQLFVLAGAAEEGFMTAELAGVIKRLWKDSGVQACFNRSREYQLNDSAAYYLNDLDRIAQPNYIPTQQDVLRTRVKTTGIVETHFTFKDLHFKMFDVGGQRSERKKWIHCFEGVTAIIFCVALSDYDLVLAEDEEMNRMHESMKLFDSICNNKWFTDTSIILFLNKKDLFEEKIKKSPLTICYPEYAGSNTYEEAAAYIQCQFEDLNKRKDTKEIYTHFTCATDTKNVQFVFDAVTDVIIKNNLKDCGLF
* = called active by the depositor; i = inactive; ? = inconclusive; · = not tested or not shown; [ ] = remark or other dose. Unless noted, calls come from the whole dose curve; as a rule, active = well fitted curve in the direction sought with a large enough effect; inconclusive = small, poorly fitted or top-dose-only effect, or another doubt; inactive = no such curve, though single readings can be large; an effect the other way counts as inactive or inconclusive. Potency is the fitted concentration of half-maximal effect. These rows are one share of the data (hit frequency here may not be typical).

mol	ALDH1A1 inh	SMN2 splice enh	TR SRC2 fluor cs	Lamin A splicing	TRb-SRC2 inh	RECQ1 inh	JMJD2E inh	RGS12 GoLoco inh
CCOc1ccc(/C=N/Nc2ccccn2)cc1OC	5%	14µM*	1%	·	-1%	i	-14%	17%
COCc1cc(C)nc(NCCO)c1C#N	?	-4%	-1%	-3%	-15%	i	?	3%
C/C(Cn1nc([N+](=O)[O-])cc1C)=N\NC(=O)c1ccc(C(C)(C)C)cc1	?	-3%	-9%	-1%	6%	-5%	6%	2%
O=C1CC(NCCC2=CCCCC2)C(=O)N1c1cccc(Cl)c1Cl (stereo not drawn)	5.6µM*	22%	1%	-11%	1%	-10%	-1%	-20%
CCOc1cc(/C=N/NC(=O)C(=O)NC2CC2)cc(Br)c1O	12%	6%	1%	-11%	-12%	-9%	-5%	-5%
COc1cccc(CSc2nc3ccncc3[nH]2)c1	·	·	0%	·	11%	-2%	11%	5%
O=C(O)C1=C[C@H](c2cccs2)C[C@H](OCc2ccc(CO)cc2)O1	·	·	0%	·	2%	2%	?	2%
COc1ccc(/C=C2\C(=O)OCc3cc(OC)c(OC)cc32)cc1OC	3%	12%	-1%	-10%	-3%	i	5%	4%
O=[N+]([O-])/C=C/c1cn(Cc2ccccc2)c2ccccc12	16µM*	-72%[inhibitor]	3%	121%	-21%	-12%	5%	-8%
Cc1nnc(SCC(=O)c2ccc(Br)cc2)s1	1%	-8%	0%	12%[46 µM]	2%	i	12%	12%
CCCCCC(=O)Nc1cccc(C2=NOC3(C2)C[C@H](C(N)=O)N(C(=O)c2ccccc2)C3)c1 (stereo partly drawn)	·	·	0%	·	-2%	i	4%	8%
NC(=O)c1ccc2c(c1)OCCO2	7%	6%	-7%	-2%	-3%	i	-12%	0%
CCCC(C(=O)NCc1ccco1)N(C(=O)CNS(=O)(=O)c1ccccc1)c1ccccc1OC (stereo not drawn)	-8%	18%	3%	11%	-18%	i	-8%	10%
COc1ccc(OC(=O)c2cccc([N+](=O)[O-])c2)c(C(=O)/C=C/c2cccs2)c1	?	-12%	-9%	-14%	-1%	-7%	-8%	4%
CCOC(=O)N1CCC(NCCNC(=O)c2ccccc2)CC1	-9%	10%	-3%	?	-2%	-13%	?	-2%
Cc1cc(C(=O)CSc2nnc3c(Cl)cc(Cl)cn23)c(C)n1C	0%	-10%	-2%[53 µM]	11%[0.0737 µM]	-15%[53 µM]	10%	0%	9%
COCCn1c(=O)c2ccccc2c2ccccc2c1=O	6%	1%	0%	·	-15%	i	-2%	9%
COc1ccc(CCNC(=O)c2cc(C(=O)c3cc(C)ccc3O)cn(CCc3ccc(OC)cc3)c2=O)cc1	3%	-44%[inhibitor]	1%	?	-5%	-1%	-13%	17%
c1csc(-c2nc3ccccc3[nH]2)c1	?	13µM*	3%	4%	2%	i	?	5%
O=C(CN1CCN(Cc2ccc3c(c2)OCO3)CC1)Nc1ccc2c(c1)OCCO2	2%	-5%	0%	-10%	-13%	-9%	0%	0%
CSc1nnc(-c2cnccn2)n1C	4%	5%	0%	0%	2%	-5%	-5%	-3%
CC(C)(C)OC(=O)NCCCC[C@@H](C(=O)N1CCN(C(=O)OC(C)(C)C)CC1)n1cc(CCC(=O)O)nn1	1%	·	-1%	·	-7%	-18%	-4%	0%
COc1ccc(Oc2coc3cc(OC(=O)c4cccs4)ccc3c2=O)cc1	?	-8%	-5%	3%	0%	-19%	?	0%
Cc1ccc2nc(-c3ccc(NC(=O)CNC4CC4)cc3)sc2c1	?	2.2µM*	-3%	·	-2%	0%	?	-8%
COC(=O)C1CCN(c2ccc([N+](=O)[O-])cc2[N+](=O)[O-])CC1	2%	·	-1%	?	-3%	i	-5%	4%
Cc1ccc(NC(=O)CSC2=NCCN2)cc1	7%	16%	12%	-3%	6%	-1%	7%	4%
O=C(CCc1ccccc1)Nc1ccc(F)c([N+](=O)[O-])c1	?	-7%	-2%	?	-7%	-7%	-4%	3%
COc1cc(-c2nc(-c3cccnc3)no2)cc(OC)c1OC	4%	-6%	0%	-3%	-6%	2%	-27%	1%
O=C(COc1cccnc1[N+](=O)[O-])Nc1cccc(S(=O)(=O)N2CCCCC2)c1	?	-10%	4%	?	-1%	-1%	0%	-14%
Cc1c(C(=O)Nc2ccccc2N2CCOCC2)sc2nc3n(c(=O)c12)CCC3	9%	-15%	-4%	4%	1%	-8%	-6%	0%
Cn1nc(C(F)(F)F)c(-c2ccccc2)c1NC(=O)CSCC(=O)O	-11%	·	-6%	?	-5%	i	-3%	5%
COc1ccc(-c2nc(N3CCCC3)[nH]c(=O)c2C#N)cc1	?	-2%	-2%	-2%	8%	-5%	-2%	8%
O=C(O)C(O)C(O)c1nc2ccccc2[nH]1 (stereo not drawn)	7%	11%	0%	?	2%	-14%	0%	-2%
CC(C)c1ccc(NC(=O)NC2CCN(CC(=O)Nc3cccc4ccccc34)CC2)cc1	1%	-25%	-1%	5%	4%	-2%	-8%	-10%
COc1ccc2nc3oc(C(=O)N4CCN(c5cccc(Cl)c5)CC4)cc3cc2c1	178%[activator]	-53%[inhibitor]	1%	-9%	4%	2%	-29%	4%
Cc1ccc(S(=O)(=O)N(CCO)Cc2cc3ccc(C)c(C)c3[nH]c2=O)cc1	?	-10%	0%	?	-18%	i	?	5%
CCN(Cc1cc2cc(C)ccc2[nH]c1=O)C(=O)c1cccc([N+](=O)[O-])c1	·	·	-3%	·	-3%	-1%	1%	-2%
COc1cc2c(cc1OC)Cc1cc(OC)c(OC)cc1Cc1cc(OC)c(OC)cc1C2	-4%	4%	-5%	·	8%	i	1%	1%
Nc1nonc1-c1noc(CCCN2C(=O)c3ccccc3C2=O)n1	-24%	?	2%	11%[0.0737 µM]	-11%	-4%	2%	4%
CCC(C)C(NC(=O)OCc1ccccc1)C(=O)NC(Cc1ccc(O)cc1)C(=O)OC (stereo not drawn)	-4%	·	-4%	·	-6%	1%	-8%	8%
O=C(NCCO)C(=O)NCC1OCCCN1S(=O)(=O)c1cccs1 (stereo not drawn)	18µM*	21%	-1%[53 µM]	-6%	9%[53 µM]	1%	-3%	-10%
NC(=O)c1cc2cc([N+](=O)[O-])ccc2oc1=O	9%	-2%	-1%	-27%[46 µM]	1%	0%	-8%	6%
CCOC(=O)Cc1csc(NS(C)(=O)=O)n1	1%	-2%	-4%	2%	-4%	-1%	4%	16%
Cc1[nH]nc2c1C(c1c[nH]c3ccccc13)C(C#N)=C(N)O2 (stereo not drawn)	·	·	-2%	·	3%	-1%	-7%	6%
Cc1nc2c(cnn2-c2ccccc2)c(=O)[nH]1	6%	·	-3%	·	9%	i	6%	8%
CCc1ccc(C2C3=C(CC(C)(C)CC3=O)Nc3c2c(=O)[nH]c2nc(C)nn32)cc1 (stereo not drawn)	?	-5%	2%	?	-1%	i	?	-5%
COc1ccc(-c2cc(C(F)(F)F)nc(NCc3cccs3)n2)cc1	-6%	-35%[inhibitor]	-1%	?	6%	-7%	?	-12%
CCOc1ccc(CN2CCN(c3cc(C)nc4c5c(C)cc(C)nc5nn34)CC2)cc1	?	-7%	-2%	2%	12%	-9%	?	4%
COc1ccc(-c2nc(CSCC(=O)N3CCN(c4cccc(C)c4)C(C)C3)c(C)o2)cc1OC (stereo not drawn)	?	-115%[inhibitor]	-2%	?	6%	14%	-1%	36%[activator]
COc1cc2c(cc1OC)C(C(=O)O)C(c1cc(Br)c(O)c(OC)c1)N(C)C2=O (stereo not drawn)	-2%	·	0%	4%	3%	i	-5%	·
CCCCCCCCCCCC(=O)N/N=C/c1ccco1	6%	14%	-2%	-1%	-8%	-6%	-5%	-2%
COCCNCC1C(Oc2ccc(Cl)cc2)C(=O)N1c1ccccc1C (stereo not drawn)	?	-10%	-1%	?	-8%	0%	-12%	-7%
CCCn1c(SCC(=O)Nc2c(CC)cccc2CC)nnc1C(C)C	5%	26%	2%	-3%	-5%	i	4%	-2%
CCCCc1ccc(Nc2nc(CCC)cc(=O)[nH]2)cc1	-13%	-56%[inhibitor]	-3%	?	1%	-10%	-25%	8%
CCOc1ccc(N(C(C)C(=O)Nc2ccc(OC)cc2)S(C)(=O)=O)cc1 (stereo not drawn)	?	-24%	1%	-3%	2%	0%	-2%	3%
COc1ccc(N2C(=O)CN(Cc3ccc(OC)c(OC)c3)C2=S)cc1	32%[activator]	-33%[inhibitor]	0%	?	-5%	-3%	1%	-12%
Cc1cccc(Nc2nnc(SCC3CCCCO3)s2)c1C (stereo not drawn)	9%	?	-6%	?	-4%	-5%	1%	0%
COC(=O)c1c(C)[nH]c(C)c1-c1ccccc1Cl	-13%	-13%	1%	?	-3%	2%	3%	-13%

Bioassay records from PubChem.
